All columns: NCI-60 one-dose screen, growth in % after 48 h at 10 µM unless noted; 100 = growth as untreated, 0 = no growth, -100 = all killed.
KM12 – KM12 colon cancer cells; 5% of 82,000 active
SW-620 – SW-620 colon cancer; 5.2% of 82,000 active
NCI-H322M – NCI-H322M lung cancer; 2.7% of 80,000 active; AID 1794733
HCT-15 – HCT-15 colon cancer. 5.2% of 82,000 active. AID 1794746
HCC-2998 – HCC-2998 colon cancer | 4.7% of 79,000 active | AID 1794799
HCT-116 – HCT-116 colon cancer; 7.3% of 82,000 active; AID 1794798
HT29 – HT29 colon cancer. 7.4% of 81,000 active. AID 1794748
SNB-75 – SNB-75 CNS cancer; 5% of 79,000 active; AID 1794750
COLO 205 – COLO 205 colon cancer; 7.3% of 79,000 active; AID 1794742
An asterisk follows results filed as active; x = no result given; & = joins results of further samples. How the source made its calls: active means growth percent below 10; inactive means the rest. No enrichment for hits; overall some 12% were active at least once.

SMILES	KM12	SW-620	NCI-H322M	HCT-15	HCC-2998	HCT-116	HT29	SNB-75	COLO 205
O=C(CN1CCOCC1)Nc1ccc2ncnc(Nc3ccc(Oc4cccc(C(F)(F)F)c4)c(Cl)c3)c2c1	74	82	17	52	87	45	54	74	77
Cc1ccc(/C=N/Nc2nc3c([nH]2)c(=O)n(C)c(=O)n3C)cc1	107&112	110&110	81&115	102&98	108&105	101&100	91&98	112&116	128&117
COc1cc(-c2nnc(SCC(=O)Nc3ccc(C(=O)/C=C/c4ccccc4)cc3)n2-c2ccccc2)cc(OC)c1OC	88	101	104	89	109	14	90	93	108
O=C(/C=C(/C=C/c1cc(F)ccc1OC(=O)c1ccccc1Nc1cccc(C(F)(F)F)c1)OB(F)F)/C=C/c1cc(F)ccc1OC(=O)c1ccccc1Nc1cccc(C(F)(F)F)c1	105	101	102	104	111	102	107	77	94
Cc1c(C(=O)Nc2nc3ccc(F)cc3s2)nnn1-c1ccccc1F	88	90	94	85	101	52	92	99	100
O=C(CCCCCCC(=O)ON1C(=O)CCC1=O)ON1C(=O)CCC1=O	99	99	99	104	116	97	114	90	104
C[C@]1(O)C(=O)[C@@]2(C)C[C@H](O)[C@@]3(F)[C@@H](CCC4=CC(=O)C=C[C@@]43C)[C@@H]2C[C@H]1O	104	104	95	108	106	100	101	73	104
S=C(N/N=C/c1ccccc1SSc1ccccc1/C=N/NC(=S)Nc1ccccc1)Nc1ccccc1	28	65	49	42	95	38	95	65	101
O=C(Nc1cccc(Cl)c1)OCCCCl	100	94	109	100	118	87	86	73	91
Nc1onc(-c2ccc(F)cc2)c1[N+](=O)[O-]	106	109	98	86	114	104	115	98	125
CC(C)CCn1cnc2c(=S)nc(N)[nH]c21	101	110	101	102	x	100	101	90	107
O=C(NCn1c(=O)[nH]c2ccccc2c1=O)OC1CCCCC1	98	91	97	102	97	94	108	70	112
CC(=O)C1=NN(c2ccc(Cl)cc2)C(=O)CN1C	102	106	101	100	104	100	102	106	106
Cc1cc(O)c(C2=NN(c3ccc(S(N)(=O)=O)cc3)C(c3ccccc3Cl)C2)cc1Cl (configuration not stated)	-37*	-27*	48	35	-39*	-90*	0.5*	42	-92*
CN(C)c1ccc(/C=c2\s/c(=C\C(=O)C(C)(C)C)[nH]c2=O)cc1	82	101	87	96	107	91	91	94	98
CC(C)=CCC/C(C)=C/CSc1nnc(-c2c(C)nc3ccc(C)cn23)o1	108	107	100	102	105	103	105	105	110
N#CCC(=O)c1cccc(Cl)c1	105	105	90	99	96	104	99	105	107
COc1ccccc1/C=C1/Sc2scc(CC(=O)Nc3ccccc3)[n+]2C1=O	101	103	106	104	96	106	115	85	109
Nc1nonc1-c1nc2ccccc2n1Cc1cc2c(cc1Br)OCO2	x	91	87	84	109	82	94	50	108
Cc1sc2nc3[nH]c(=O)/c(=C/c4ccc(Cl)cc4)n3c(=O)c2c1C	104	97	97	81	106	92	96	94	102

Overlap with the part before: four entries, followed by the next part.
SMILES	KM12	SW-620	NCI-H322M	HCT-15	HCC-2998	HCT-116	HT29	SNB-75	COLO 205
N#CCC(=O)c1cccc(Cl)c1	105	105	90	99	96	104	99	105	107
COc1ccccc1/C=C1/Sc2scc(CC(=O)Nc3ccccc3)[n+]2C1=O	101	103	106	104	96	106	115	85	109
Nc1nonc1-c1nc2ccccc2n1Cc1cc2c(cc1Br)OCO2	x	91	87	84	109	82	94	50	108
Cc1sc2nc3[nH]c(=O)/c(=C/c4ccc(Cl)cc4)n3c(=O)c2c1C	104	97	97	81	106	92	96	94	102
CC(=O)Nc1ccc(S(=O)(=O)Nc2nnc(C)c(C)n2)cc1	111	98	84	106	107	110	106	90	127
Nc1ccc2c(c1)/C(=N/O)c1cc([N+](=O)[O-])ccc1-2	65	13	42	61	103	47	89	64	104
CCOC(=O)c1csc(NC(=O)c2ccc(NCc3ccccc3)c([N+](=O)[O-])c2)n1	92	94	95	101	104	103	96	67	87
O=C1CSc2cc(Cl)ccc2N1	106	87	111	113	99	99	104	81	101
C=C1CC[C@@H]2[C@](C)(C=O)[C@@H](O)CC[C@@]2(C)[C@@H]1COc1ccc2ccc(=O)oc2c1	91	102	111	89	102	97	87	101	122
COc1cc(-c2nnc(SC/C(=N\O)c3ccccc3)o2)cc(OC)c1OC	90	99	105	94	90	95	102	86	112
COC(=O)C(Cc1cn(C(C)=O)c2ccccc12)P(=O)(OC)OC (configuration not stated)	99	99	101	103	103	96	108	90	105
CN(C(=O)c1ccc(C(F)(F)F)cc1)c1sc2c(c1C#N)CCC(=O)C2	82	36	110	51	111	51	130	94	116
CCOC(=O)c1cccnc1Nc1ccc(NC(=O)Nc2c(C)cccc2Cl)cc1	103	106	98	100	106	90	103	107	110
O=C1C=C[C@H](O)[C@@]2(CO)O[C@@H]12	98	14	114	104	104	20	54	81	3.6*
CN1CCC(=C2c3ccccc3Sc3ccccc32)CC1	83	90	77	92	84	68	71	64	72
CCN(CC)c1ccc(C(=N)c2ccc(N(CC)CC)cc2)cc1	-38*	-21*	16	x	-74*	-60*	-11*	-34*	-97*
COC(=O)C1ON=C(c2no[n+]([O-])c2C)C1C(=O)OC (configuration not stated)	105	104	99	103	107	106	120	83	107
CCc1nnc(NC(=O)c2cc(-c3cccc(C(F)(F)F)c3)oc2C)s1	99	99	98	103	102	92	101	90	111
CCSC1=NCCS1	107	108	112	116	96	103	100	87	x
O=c1oc2c(Br)cc(Br)cc2cc1-c1cs/c(=N/N=C\c2ccc(Cl)cc2)n1/N=C/c1ccc(Cl)cc1	101	105	99	104	100	77	104	106	123
N/C(=N/S(=O)(=O)c1ccc(N)cc1)c1ccccc1	101	102	91	102	101	96	92	97	103
COC(=N)CCCCC(=N)OC	101	98	98	102	109	102	108	97	109
CCOC(=O)/C(C#N)=C1/C=CCCC1	110	101	102	x	102	109	100	x	107
COc1ccc(/C=C/C(=O)c2cc(S(=O)(=O)NNC(=O)c3ccncc3)c(OC)cc2OC)cc1	102	116	92	101	114	91	124	101	119
CC[C@]12C=CCN3CC[C@@]4(c5ccc(OC)cc5N(C)[C@H]4[C@@](O)(C(=O)OC)[C@@H]1OC(=O)CCCC[P+](c1ccc(F)cc1)(c1ccc(F)cc1)c1ccc(F)cc1)[C@@H]32	16	37	53	102	19	23	16	-5.3*	-43*
Cc1cc(NC(=O)OC(C)C)ccc1-c1ccc(NC(=O)OC(C)C)cc1C	100	102	131	57	92	100	97	90	125
O=C1CSC(c2ccc(Cl)cc2Cl)N1n1cnnc1 (configuration not stated)	103	97	100	101	104	104	105	102	114
COc1ccc(Cn2cc3c(c2-c2cc(OC)c(OC)c(OC)c2)CCc2cnoc2-3)cc1OC	77	65	89	64	90	44	66	87	87
COc1ccc(C(=O)/C=C/c2ccccc2)cc1S(=O)(=O)Nc1c(N)nc(SC)[nH]c1=O	66	67	81	87	102	35	88	80	106
COC(=O)C(=Cc1ccccc1[N+](=O)[O-])C(=O)OC	16	35	55	20	55	6.8*	21	33	38
CC(=O)N1N=C(CCC(=O)c2nc3ccc([N+](=O)[O-])cc3[nH]2)OC1c1ccc(Br)cc1 (configuration not stated)	90	110	85	97	106	x	97	86	106
C/C(=C\CCc1ccoc1)CC/C=C(\C)CCCC1COC(=O)C1 (configuration not stated)	93	103	89	99	107	98	113	97	109
O=C1/C(=C/c2cc(O)ccc2O)Oc2cc(O)ccc21	113	108	113	101	116	96	114	106	x
Cn1c(=O)c2cccnc2c(=O)n1C	96	110	x	99	108	99	102	98	105
CCn1ncc2c(=O)c(C(=O)c3ccccc3)c[nH]c21	105	109	95	100	104	103	104	78	112
CCOC(=O)/C(=C\c1ccc(Cl)cc1)C(C)=O	98	96	100	93	100	93	113	74	106
Clc1ccc(-c2nc(N3CCOCC3)c3c4c(sc3n2)CCCC4)cc1	105	103	94	103	104	82	84	99	101
CS(=O)(=O)Nc1cc(-c2ccc3ncc(C#N)c(Nc4ccc(F)c(Cl)c4)c3c2)cnc1Cl	8.8*	5.7*	5.4*	8.1*	6.9*	4.0*	1.8*	-6.9*	-53*
COc1ccc(OC)c([C@H]2c3[nH]c4ccccc4c3C[C@H]3C(=O)N(CCCCCCC(=O)NO)CC(=O)N23)c1	92	72	93	100	100	67	88	x	86
CSCCCNC(=O)c1ccc2c(c1)/C(=C/c1[nH]c(C)cc1C)C(=O)N2	17	29	50	23	30	3.8*	31	-1.8*	31
CN1CCN(Cc2cc(NC(=O)c3cccc(C#Cc4cccc5[nH]nc(N)c45)c3)cc(C(F)(F)F)c2)CC1	14	-45*	36	11	-71*	-87*	-16*	23	-35*
O=C(O)c1[nH]c(=O)[nH]c(=O)c1Cl	106	106	93	99	101	109	93	90	101
Clc1ccc(/C=N\N=C\c2ccc(Cl)c(Cl)c2)cc1Cl	101	54	102	7.5*	96	53	32	123	91
CO[C@H]1/C=C/O[C@@]2(C)Oc3c(C)c(O)c4c(O)c(c(/C=N/N5C(C)CN(Cc6ccc(C#N)cc6)CC5C)c(O)c4c3C2=O)NC(=O)/C(C)=C\C=C\[C@H](C)[C@H](O)[C@@H](C)[C@@H](O)[C@@H](C)[C@H](OC(C)=O)[C@@H]1C (some centres not stated)	16	31	29	25	2.4*	19	26	57	1.6*

Entries of single compounds, quoted from the list.
Entry for `Clc1ccc(/C=N\N=C\c2ccc(Cl)c(Cl)c2)cc1Cl` = KM12: 101; SW-620: 54; NCI-H322M: 102; HCT-15: 7.5*; HCC-2998: 96; HCT-116: 53; HT29: 32; SNB-75: 123; COLO 205: 91
Entry for `CCOC(=O)/C(=C\c1ccc(Cl)cc1)C(C)=O` = KM12: 98; SW-620: 96; NCI-H322M: 100; HCT-15: 93; HCC-2998: 100; HCT-116: 93; HT29: 113; SNB-75: 74; COLO 205: 106
Entry for `COc1ccc(OC)c([C@H]2c3[nH]c4ccccc4c3C[C@H]3C(=O)N(CCCCCCC(=O)NO)CC(=O)N23)c1` = KM12: 92; SW-620: 72; NCI-H322M: 93; HCT-15: 100; HCC-2998: 100; HCT-116: 67; HT29: 88; SNB-75: x; COLO 205: 86

(next part)
SMILES	KM12	SW-620	NCI-H322M	HCT-15	HCC-2998	HCT-116	HT29	SNB-75	COLO 205
COc1ccccc1-c1c(-c2ccc(Cl)cc2)c2cc3c(cc2[nH]c1=O)OCCO3	64	94	89	74	84	48	70	89	93
O=C(CSc1nc2ccccc2[nH]1)Nc1ccccc1	98	97	92	102	104	100	126	72	97
O=C1[C@H]2Cc3c([nH]c4ccccc34)[C@@H](c3ccc(Br)cc3)N2C(=O)CN1C1CCN(CC2CCCCC2)CC1	-90*	-83*	16	-91*	-99*	-93*	-71*	-1.6*	-91*
Cn1c(=O)c2c(nc(C(O)c3ccccc3)n2C)n(C)c1=O (configuration not stated)	114	111	114	129	103	109	114	94	105
C=C(C)[C@@H]1CC[C@]2(C(=O)N3CCN(C)CC3)CC[C@]3(C)[C@H](CC[C@@H]4[C@@]5(C)CC[C@H](OC(=O)c6cccnc6)C(C)(C)[C@@H]5CC[C@]43C)[C@@H]12	94	89	98	97	99	93	94	94	79
O=C1CCSC2=NCCN12	115	106	130	108	101	111	106	x	142
COc1cc(-c2csc(Nc3cc(NCCCO)nc(C)n3)n2)cc(OC)c1OC	91	99	93	92	100	77	94	64	73
NC(=O)c1ccccc1Cl	109	100	101	95	96	99	103	96	114
Cc1ccc2[nH]c3nc4cccnc4c(C)c3c2c1	73	92	44	88	93	92	93	78	101
Cc1ccc(/C=C2\SC(=O)N(CC(=O)Nc3ccc(C(=O)/C=C/c4cc5ccccc5nc4Cl)cc3)C2=O)cc1	97	105	102	92	104	61	99	x	111
Cn1c(N)cc(=O)n(C)c1=O	107	113	106	101	102	99	107	92	106
O=S(=O)(NCCNc1nccc(-n2ccc3cccnc32)n1)c1ccc(Br)cc1	102	110	92	75	107	100	93	x	108
O=C1Nc2ccccc2/C1=N/N1C(=O)CN(C2CCCCC2)C1=S	15	62	48	44	84	64	74	62	78
CCC(=O)Oc1cc2c(cc1Br)OCO2	108	124	91	104	116	101	119	72	110
c1cc(OCCN2CCOCC2)ccc1CNc1ccc2nc(CCC3CCCCC3)[nH]c2c1	66	66	86	55	66	40	13	56	26
CC(C)(C)c1ccc(C(=O)N/N=C2\c3ccccc3-c3cccc(C(=O)O)c32)cc1	103	100	107	85	109	99	112	96	115
CN(C)CC1CCC(CN(C)C)C1=O (configuration not stated)	115	87	110	105	114	94	103	102	103
O=C(Nc1ccc(OS(=O)(=O)c2ccc(F)cc2)cc1)c1ccc(Cl)cc1	103	108	93	90	106	96	80	114	114
FC(F)(F)c1cc(-c2cncnc2NC2CCCCCC2)cc(C(F)(F)F)c1	103	97	95	93	118	95	108	76	109
NC(=O)Nc1ccc(-n2cnc3cc(-c4ccc(O)cc4)ccc32)cc1	22	114	101	98	110	92	-7.1*	102	-21*
CN(c1cc2ncc(=O)[nH]c2cc1NC(N)=NCc1ccc(Cl)cc1)C1CCCCC1	29	6.1*	84	100	-11*	25	23	58	-64*
CC(C)NC(=O)c1cc(-c2ccc(NC(=O)Nc3ccc(N4CCOCC4)c(C(F)(F)F)c3)cc2)nc2cccnc12	x	80	91	68	106	64	61	83	100
Cc1ccc(C(=O)NNC(=O)c2cccc3ccccc23)cc1	104	102	108	110	101	96	94	100	106
CCC(C)n1c(C)cc(=O)n1C(C)CC (configuration not stated)	106	102	109	100	103	107	102	81	114
Cc1nn2c(/C=C3/C(=O)Nc4ccccc43)c(-c3ccccc3)nc2s1	79	97	103	x	113	95	93	75	95
Cc1ccc(-c2ccc(F)cc2)n1Cc1ccc(Cl)cc1	88	91	85	82	101	70	78	75	101
